C-LANA FP = inhibitors of KSHV LANA C-terminal domain DNA binding. MBP-C-LANA/FAM-LBS DNA binding, fluorescence polarization. inhibition, % at 9 µM. hit rate 0.078% among 340,000. AID 504423;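 active = highest replicate inhibition at or above 60% at 9 µM, even if other replicates fall short; inactive = all replicates below 60% inhibition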;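 also: 0% = neutral control wells and 100% = 4 µM acridine orange control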
DAGLB inhibitor = diacylglycerol lipase beta (human) inhibition; inhibition, % at 5.17 µM; Q8NCG7; HEK293T DAGLB membrane lysate, EnzChek fluorogenic substrate; hit rate 0.059% among 340,000; in the data active = inhibition above about 34%;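 also: 0% = enzyme with vehicle and 100% = wells lacking enzyme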
NSD2 HMT inh = NSD2 (human) methyltransferase inhibition; hit rate 0.54% among 310,000; inhibition, % at 12.5 µM; NSD2 peptide methylation, AlphaScreen, 120 min; O96028; AID 743445; in the data active = inhibition above about 50%
SR-BI DiI inh = mouse SR-BI HDL lipid transfer inhibition. inhibition, % at 12.5 µM. hit rate 0.96% among 320,000. ldlA[mSR-BI] CHO cells, DiI-HDL uptake fluorescence, 3 h. AID 488896. Q61009;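 active = mean replicate inhibition of at least 70% and a set share of replicates each scoring 70 or more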;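 also: 0% = median of neutral control wells and 100% = median of positive control wells; values of inactives mirror those of a sister screen read the other way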
Cardiac RTF inh = cardiac RTF calcium desensitization; hit rate 0.12% among 340,000; AID 493244; IANBD-labeled cardiac RTF, Ca2+ fluorescence; inhibition, % at 7.15 µM;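 active = inhibition above the mean inhibition of all tested compounds plus 3 SD, cut at about 17% in these data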;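 also: assay run at fixed EC70 calcium of 1.6 mM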
PKA-R2B activ = activators of human PKA-R2B complex; P22694+P31323; PKA-R2B holoenzyme dissociation, Cy5-IP20 fluorescence polarization; R2B truncated from residue 108, S112A mutant; 0% DMSO only, 100% 113 µM cGMP; activation, % at 11.4 µM; hit rate 0.079% among 340,000;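 active = activation above a cutoff set at the mean over all compounds plus 3 SD, cut at about 18% in these data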;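 also: higher means more holoenzyme dissociation and a rise in polarization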
Target sequence (P31323 whole entry, looked up, other chains not shown, the tested form may be a part): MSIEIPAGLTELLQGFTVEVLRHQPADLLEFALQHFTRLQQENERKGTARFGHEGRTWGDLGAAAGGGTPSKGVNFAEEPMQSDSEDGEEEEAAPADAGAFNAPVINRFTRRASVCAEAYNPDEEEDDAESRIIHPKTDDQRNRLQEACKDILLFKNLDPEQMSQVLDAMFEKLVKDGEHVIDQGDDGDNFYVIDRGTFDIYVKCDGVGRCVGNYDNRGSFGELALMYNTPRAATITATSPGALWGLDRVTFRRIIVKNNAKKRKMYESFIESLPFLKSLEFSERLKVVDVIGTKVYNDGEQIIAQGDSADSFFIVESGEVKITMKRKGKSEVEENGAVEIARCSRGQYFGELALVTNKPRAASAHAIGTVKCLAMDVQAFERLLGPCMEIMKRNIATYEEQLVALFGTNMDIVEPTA
Arr AP2 block = human beta-arrestin and AP2 interaction inhibition | hit rate 0.31% among 340,000 | inhibition, % at 10 µM | AID 504490 | FITC-arrestin peptide / GST-AP2 beads, flow cytometry; AP2 beta2 appendage carries R879A mutation;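 active = inhibition above a set limit, near 3 SD of compounds lacking own fluorescence, cut at about 54% in these data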;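 also: plate controls were DMSO wells for no effect and 5 µM unlabelled arrestin peptide for full effect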
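System: GST-AP2 R879A glutathione beads | Also added: FITC-arrestin peptide, 50 nM | Times: 12 min plus 1 h, RT | Signal: Bead flow cytometry, FITC channel | Buffer or medium: PBS with 0.05% Tween 20 and 0.1% BSA | Read-out basis: Percent drop in bead-associated FITC signal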
SR-BI DiI-HDL act = activators of SR-BI mediated HDL lipid uptake | CHO ldlA[mSR-BI] cells, DiI-HDL uptake fluorescence, 3 h; 100 = double the neutral-control signal | hit rate 0.096% among 320,000 | activation, % at 12.5 µM;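 active = mean replicate activation of at least 60% and every replicate at or above 60%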;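 also: 0% = median plate neutral-control signal and 100% = twice that signal; values of inactives mirror those of a sister screen read the other way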
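Material: SR-BI-overexpressing, LDLR-lacking CHO cells; schedule: compound exposure 3 h, 37 °C; reagent: DiI-labelled HDL at 10 µg/mL final; technique: bottom-read fluorescence, 550/595 nm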
PvdQ acylase = P. aeruginosa PvdQ acylase inhibition; purified PvdQ acylase, fluorescence plate reader; inhibition, % at 10 µM; hit rate 0.063% among 340,000; AID 488965; in the data active = inhibition above about 30%, passing the limit was not always enough;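 also: 0% = vehicle neutral wells and 100% = reference inhibitor wells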
Keap1 Nrf2 FP = Keap1-Nrf2 (human) interaction inhibition. Q14145. Keap1 Kelch-Nrf2 peptide fluorescence polarization, 1536-well. inhibition, % at 9.4 µM. hit rate 0.15% among 340,000; in the data active = inhibition above about 12%;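 also: human Keap1 Kelch domain with fluorescein labeled Nrf2 9mer peptide probe; 0% = neutral control wells and 100% = peptide positive control; higher means more block of Keap1 binding to Nrf2 peptide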
Target sequence (Q14145 whole entry, looked up, the tested form may be a part): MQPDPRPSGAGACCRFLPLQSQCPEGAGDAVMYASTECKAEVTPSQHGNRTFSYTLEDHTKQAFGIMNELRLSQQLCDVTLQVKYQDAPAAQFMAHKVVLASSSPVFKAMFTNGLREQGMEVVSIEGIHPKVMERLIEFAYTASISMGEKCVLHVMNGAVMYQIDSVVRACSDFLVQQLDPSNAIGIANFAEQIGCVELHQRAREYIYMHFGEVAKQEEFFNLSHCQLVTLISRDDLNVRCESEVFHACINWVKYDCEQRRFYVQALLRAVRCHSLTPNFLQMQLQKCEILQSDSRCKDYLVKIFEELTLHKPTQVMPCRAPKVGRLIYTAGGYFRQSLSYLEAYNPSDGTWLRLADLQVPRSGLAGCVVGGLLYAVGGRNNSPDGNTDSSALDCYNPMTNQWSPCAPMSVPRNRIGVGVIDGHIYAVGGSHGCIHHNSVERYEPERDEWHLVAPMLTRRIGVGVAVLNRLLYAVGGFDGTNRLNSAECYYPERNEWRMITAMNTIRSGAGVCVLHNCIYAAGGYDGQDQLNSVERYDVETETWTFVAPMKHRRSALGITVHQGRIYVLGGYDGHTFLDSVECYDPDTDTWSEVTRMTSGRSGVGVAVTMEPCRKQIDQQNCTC
Active calls of the source: *; · = not tested or not shown.

SMILES	C-LANA FP	DAGLB inhibitor	NSD2 HMT inh	SR-BI DiI inh	Cardiac RTF inh	PKA-R2B activ	Arr AP2 block	SR-BI DiI-HDL act	PvdQ acylase	Keap1 Nrf2 FP
COc1ccc(/C=C/C(=O)OC(C)CN2CCCCC2)cc1 (stereo not drawn)	-0.2	-1	0	-13	-1	-3	-32	13	-5	3
CCOC(=O)C(NC(=O)NCc1ccc(OC)cc1)(OCC)C(F)(F)F (stereo not drawn)	-1.5	4	-2	15	-9	14	6	-15	-3	3
O=C(CN1CCN(Cc2cccc(Cl)c2)C1=O)NCc1cccs1	-2.1	0	·	·	-1	9	11	·	-1	-1
CCOC(=O)C1CCCN(c2nc(C)nc3c2oc2ccccc23)C1 (stereo not drawn)	0.5	-12	12	0	5	4	1	0	-17	-5
O=C(Cn1cnc2ccccc2c1=O)Nc1cccc(S(=O)(=O)N2CCCCC2)c1	1.1	-2	-14	28	-5	-4	12	-28	5	-1
O=C(COC(=O)CNC(=O)c1ccc([N+](=O)[O-])o1)Nc1ncc(C(F)(F)F)cc1Cl	1.6	0	-1	-13	-2	-7	9	13	-5	0
O=C(COc1ccccc1)Nc1ccc(Cl)cn1	-3.1	-1	-2	1	-13	-5	22	-1	4	0
Cc1ccc(Nc2nnc(SCC(=O)Nc3ncc(S(=O)(=O)c4ccc([N+](=O)[O-])cc4)s3)s2)cc1	0.4	4	22	5	-1	0	-5	-5	-5	-1
CCOC(=O)c1c(N2C(=O)C3CC(C)=C(C)CC3C2=O)sc(C)c1C (stereo not drawn)	0.8	-4	0	25	3	-4	24	-25	19	2
CCC(=O)c1ccccc1OCCN1C(=O)NC(C)(C)C1=O	-0.3	1	2	-6	-11	5	4	6	-16	1
c1ccc2c(CSCCc3ccncc3)cccc2c1	1.3	-4	4	-10	2	3	12	10	-6	-2
Cc1ccc(CS(=O)(=O)CCC(=O)NCCc2ccccc2)cc1	-1.0	0	0	16	-5	-3	3	-16	-19	-3
O=C(NC(=O)N1CCN(c2ccccc2)CC1)c1ccc(Cl)cc1	-0.7	2	5	16	-5	4	-5	-16	-17	1
COc1cccc(CNC(C)C(=O)Nc2ccc(S(=O)(=O)N3CCCC3)cc2)c1 (stereo not drawn)	-0.4	0	2	11	2	-11	-8	-11	-7	-5
Cc1cccc(C(=S)N2CCOCC2)n1	-1.8	0	-8	-9	-6	-5	-15	9	-8	-2
O=C(/C=C/c1ccccc1)Nc1scc(-c2ccccc2)c1C(=O)O	1.5	12	0	·	-12	-16	-96	·	-9	1
CCc1ccc(-c2cc(C)no2)cc1S(=O)(=O)NCc1ccccc1OC	0.1	1	-4	61	-10	-12	16	·	-6	-4
COc1ccc(-c2csc(/N=C/N(C)C)n2)cc1OC	1.8	0	-2	27	-6	2	5	-27	-18	-1
COc1ccccc1/C=C/C(=O)NCC(=O)N/N=C(/C)c1ccco1	-1.2	-2	1	-9	16	10	15	9	0	-3
COc1ccc(N(C(C)C(=O)NN=C2CCCC2)S(C)(=O)=O)cc1 (stereo not drawn)	-1.0	0	1	5	1	-7	0	-5	-5	-2
Cc1ccnc2nc(C(=O)OCC(=O)N(Cc3ccccc3)C(C)C)nn12	2.7	3	0	-31	-2	1	-1	31	-11	-1
CN1CCN(c2ccc(CNS(=O)(=O)c3ccccc3)cc2)CC1	1.3	2	12	-20	-3	-1	3	20	-25	1
CCOc1ccc(N(CC(=O)Nc2ccc(C)c(C)c2)S(C)(=O)=O)cc1	-0.9	-5	1	-4	-10	-5	-8	4	-17	-1
O=C(NCc1ccccc1)C(c1ccccc1F)N(C(=O)c1csnn1)C1CCCC1 (stereo not drawn)	2.3	-6	-1	-11	-4	-8	-3	11	5	-3
Cc1cc(NS(=O)(=O)c2ccc(NC(=O)CSc3nnc(-c4ccco4)n3C)cc2)nc(C)n1	0.1	-1	-4	-13	5	-3	17	13	5	1
Further entries follow.
SMILES	C-LANA FP	DAGLB inhibitor	NSD2 HMT inh	SR-BI DiI inh	Cardiac RTF inh	PKA-R2B activ	Arr AP2 block	SR-BI DiI-HDL act	PvdQ acylase	Keap1 Nrf2 FP
Cc1cc(C)n(C2CC(=O)N(c3cccc(Cl)c3)C2=O)n1 (stereo not drawn)	-0.2	-2	-3	0	5	7	8	0	-3	-3
CC(C)(C)c1ccc(NC(=O)CC2(C(F)(F)F)OCCO2)cc1	-1.2	-5	-1	5	-16	2	7	-5	-16	-4
COc1ccc(S(=O)(=O)Nc2c(NC3CCCCC3)c3ccccc3oc2=O)cc1OC	0.5	-1	2	-5	-5	-5	-7	5	-4	3
COc1ccccc1-c1ccc(SCC(=O)Nc2cc(C)on2)nn1	25	0	-5	17	-8	-4	8	-17	7	-1
O=C(NCCCCCCNC(=O)OCCO)OCCO	0.4	-1	-2	-14	-9	-6	-8	14	-3	5
COc1cc2c(C(=O)N3CCN(c4ccccc4)CC3)c(C)oc2cc1Br	0.4	0	0	8	-1	3	5	-8	-3	-2
COc1ccc2cc(CN(CC3CCCO3)S(=O)(=O)c3ccccc3)c(=O)[nH]c2c1 (stereo not drawn)	2.2	-2	-2	-11	-9	6	3	11	4	3
CC(=O)NC1=NC(=O)/C(=C/c2cc(C)n(-c3ccc(NC(C)=O)cc3)c2C)S1	0.8	-1	-1	28	-18	-3	-1	-28	-2	-7
CCc1cccc2c(=O)c(C(=O)N3CCOCC3)c[nH]c12	-1.4	0	-1	12	3	-1	3	-12	-13	0
CN(CC(=O)Nc1ccc(F)c(F)c1F)C(=O)c1ccc(=O)[nH]c1	-1.1	1	-4	-19	-3	7	-2	19	-11	-2
CN(CC(=O)Nc1cccc(Cl)c1)S(=O)(=O)c1ccc2[nH]c(=O)oc2c1	0.7	4	4	-8	5	6	-8	8	-9	-6
CCOC(=O)c1c(S(=O)(=O)NCC(=O)Nc2ccccc2)c(C)n(C)c1C	-0.2	0	12	-21	-4	3	29	21	3	2
Cc1csc(SCC(=O)Nc2cccc(S(=O)(=O)N3CCCC3)c2)n1	-1.3	0	-2	32	0	-10	-4	-32	-14	-5
CCC1CCCN1Cn1cnc2c([nH]c3ccc(OC)cc32)c1=O (stereo not drawn)	0.0	-2	10	-2	-6	-9	-3	2	-17	4
CC(=O)c1cccc(CN2CCN(Cc3ccc(C)cc3)C(CCO)C2)c1 (stereo not drawn)	-0.4	2	7	·	-6	5	-10	·	-6	0
O=C(CNC(=O)c1ccc(Br)o1)NCC1COc2ccccc2O1 (stereo not drawn)	0.5	0	-3	0	-8	-1	42	0	3	-5
CCOCCCn1c(SCC(=O)Nc2ccc(NC(C)=O)cc2)nc2ccccc2c1=O	-0.5	1	1	23	4	4	-5	-23	-12	-5
CCCc1nn(CCc2ccccn2)c(N)c1CC	1.5	-1	0	-31	4	-13	12	31	8	3
COc1ccc(NC(=O)Cn2nnc(C(=O)NCc3ccc4c(c3)OCO4)c2N)cc1	0.8	-3	-4	5	1	-6	28	-5	9	0
CSc1ccc(C(=O)C2CCCN(C(=O)c3nonc3C)C2)cc1 (stereo not drawn)	-1.1	-7	-4	-2	-4	-20	1	2	18	-4
COC(=O)c1cccc(-n2c(=O)n(Cc3ccccc3)c(=O)c3[nH]cnc32)c1C	1.0	0	0	-34	-4	1	0	34	1	3
COc1ccc(NC(=O)c2ccc(-n3cccn3)nc2)cc1	0.0	-2	-1	10	-5	-11	11	-10	-8	3
COc1ccc(-n2ccnc2SCC(=O)NCc2ccc3c(c2)OCO3)cc1	-0.1	-2	11	-14	-3	-8	3	14	-6	1
COC(=O)c1cccc(NC(=S)NC(C)C)c1	0.3	0	-3	8	-3	-1	-26	-8	-12	-7
Cc1ccc(Sc2ccc(/C=C3/C(=O)NN(c4ccccc4)C3=O)o2)cc1	0.9	6	11	·	-12	-3	0	·	-16	0

The closing 3 records of the section before open the next one:
SMILES	C-LANA FP	DAGLB inhibitor	NSD2 HMT inh	SR-BI DiI inh	Cardiac RTF inh	PKA-R2B activ	Arr AP2 block	SR-BI DiI-HDL act	PvdQ acylase	Keap1 Nrf2 FP
COc1ccc(-n2ccnc2SCC(=O)NCc2ccc3c(c2)OCO3)cc1	-0.1	-2	11	-14	-3	-8	3	14	-6	1
COC(=O)c1cccc(NC(=S)NC(C)C)c1	0.3	0	-3	8	-3	-1	-26	-8	-12	-7
Cc1ccc(Sc2ccc(/C=C3/C(=O)NN(c4ccccc4)C3=O)o2)cc1	0.9	6	11	·	-12	-3	0	·	-16	0
Cn1cnnc1SCC(=O)Nc1ccc(N2CCCCC2)cc1	2.2	-1	-13	7	-10	-6	-5	-7	1	-2
CC(C)NC(=O)Cn1cc(C(=O)C2CC2)c2ccccc21	-1.0	0	-4	-13	-2	13	3	13	-8	-1
CC1CC(C)CN(c2ccc(S(=O)(=O)N3CCOCC3)cc2)C1 (stereo not drawn)	0.3	-3	-3	-21	1	-20	-4	21	-6	5
CCOC(=O)C(=NC(C)C)NNc1cc(Cl)ccc1Cl	0.4	-9	2	36	6	-3	0	-36	-6	7
CCOc1ccc(-n2nc3c(SCCN4CCCC4)nnc(C)c3c2C)cc1	-1.2	0	5	-9	-11	0	21	9	4	-8
CCCCC(CC)CNC(=O)C1CC=CCC1C(=O)O (stereo not drawn)	-0.1	2	-2	-24	5	3	-2	24	1	0
O=C(Nc1ccccn1)c1cccs1	0.6	1	0	·	3	-5	22	·	2	-1
O=C(COc1ccc(Cl)cc1Cl)N1CCN(C(=O)c2ccco2)CC1	-0.4	-2	-6	·	2	-4	-4	·	-6	2
CC(=O)c1cccc(NC(=O)CCc2nnc3ccc(NCc4ccco4)nn23)c1	1.5	0	0	-15	-5	-1	11	15	-18	-5
Cc1ccc(CNS(=O)(=O)c2ccc3c(c2)C(C)(C)C(=O)N3C)cc1	3.7	1	·	28	-2	-8	5	-27	-10	-3
O=C(Nc1ccc(Br)cc1)c1ccc(N2C(=O)C3CC=CCC3C2=O)cc1 (stereo not drawn)	2.5	2	-1	1	-4	-4	16	-1	-9	-6
O=C(CCl)N=c1sccn1Cc1cccc2ccccc12	-0.7	-6	4	-21	-21	-1	-4	21	-13	-8
Cc1ccc(OCC(=O)Nc2cccc(-c3nnc(-c4ccccc4)o3)c2)cc1	-0.3	-5	0	35	-2	0	3	-35	-7	-7
O=C(NCc1ccccc1)C1=C[C@H](c2ccc3c(c2)OCO3)C[C@H](OCc2ccc(CO)cc2)O1	0.3	-6	·	-18	-2	-7	37	18	0	-9
O=C(NCc1ccco1)c1ccc([N+](=O)[O-])cc1Cl	-0.4	-1	2	-14	1	-6	27	14	-3	5
Cc1cc(N/N=C/c2ccccc2O)nc(N2CCOCC2)n1	-0.2	5	-1	·	-17	2	26	·	3	-4
COC(=O)CCC(C)N1CCC(Oc2ccc(C(=O)NCc3ccccn3)cc2)CC1 (stereo not drawn)	1.3	-1	-2	-13	-2	6	1	13	2	-2

Screens (PubChem BioAssay)
